From PubChem BioAssay
NOD2 inhibition: NOD2 signaling inhibitors, cell-based, luminescence, uHTS, HEK293 (AID 1566) | 290,000 compounds, 0.63% hits | one-dose inhibition, % at 4 µM; EC50 in µM for titrated hits | HEK293 NOD2/NF-kB luciferase reporter, luminescence; higher % means a stronger effect; also: many of its hits are not listed in these tables
West Nile virus CPE: inhibition of WNV-induced cytopathic effect – cell-based, CPE readout (AID 1621). West Nile virus-infected cells, CPE inhibition; higher % means a stronger effect. 290,000 compounds, 0.02% hits. one-dose CPE inhibition, % at 10 µM; IC50 in µM for titrated hits; in the data active = a potency from the dose series; inconclusive = CPE inhibition mostly from about 3.7% at the one dose, without a potency; inactive = the rest, 99 in 100 with CPE inhibition below about 2.2%; also: strong numbers were not always called active
KOR beta-arrestin-1: KOR agonists, beta-arrestin recruitment, primary screen, cell-based, luminescence, uHTS (AID 1777) | KOR beta-arrestin recruitment, luminescence; higher % means a stronger effect | 280,000 compounds, 0.02% hits | activation, % at 10 µM; hits with a dose series show EC50 in µM; in the data active = activation above about 50%, passing the limit was not always enough; also: a part of the inactive calls stands beside numbers as strong as those of hits
Yfh1-depleted yeast: mitochondrial function rescue without frataxin homolog – Friedreich's ataxia, plus single-dose screen, dose response (AID 1465); S. cerevisiae Yfh1-off respiration, WST-1 reduction, 72 h; higher fold induction means a stronger effect; one-dose fold induction at 50 µM; EC50 in µM for titrated hits; 220,000 compounds, 0.074% hits;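 active = fold induction of absorbance versus untreated yeast above a set limit, then at least 30% activation at any dose in follow-up; inconclusive = repeats straddling the limit, or above it without dose testing; inactive = fold induction below the set limit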;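 also: activators that raise dye reduction in frataxin-depleted yeast; strong numbers were not always called active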
KOR beta-arrestin-2: KOR antagonists, beta-arrestin recruitment, cell-based, luminescence, uHTS (AID 1778); inhibition, % at 10 µM; hits with a dose series show IC50 in µM; KOR beta-arrestin recruitment, luminescence, antagonist mode; higher % means a stronger effect; 290,000 compounds, 0.091% hits; also: strong numbers were not always called active
AID2073: inhibitors of Mint1-CaV2.2 protein interaction, biochemical, HTRF (AID 2073); HTRF protein-protein interaction, Mint1-CaV2.2; higher % means a stronger effect; inhibition, % at 20 µM, or IC50 in µM where a hit was titrated; 290,000 compounds, 0.19% hits; in the data active = inhibition mostly above about 51%, no sharp cut-off; inconclusive = no clear call, values can overlap the other calls; inactive = mostly below about 53%; also: some results filed as inactive read as strong as hits
NOD1 NF-kB reporter: inhibition of NOD1-driven NF-kB reporter – cell-based, luminescence, uHTS, primary screen (AID 1578) | one-dose inhibition, % at 4 µM; EC50 in µM for titrated hits | 290,000 compounds, 1% hits | NOD1-driven NF-kB luciferase reporter cells, luminescence; higher % means a stronger effect; in the data active = inhibition mostly above about 36%, no sharp cut-off; inactive = mostly below about 34%;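 also: HEK-293T reporter cells stimulated with the NOD1 agonist gamma-tri-DAP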
HIV peptide binding: inhibitors of HIV fusion peptide binding, primary screen, biochemical, uHTS, fluorescence dequenching (AID 1986); cell-free peptide binding, fluorescence dequenching, 30 min; higher % means a stronger effect; inhibition, % at 20 µM; hits with a dose series show IC50 in µM; 290,000 compounds, 0.3% hits; in the data active = inhibition mostly above about 52%, no sharp cut-off; inactive = mostly below about 76%; also: some results filed as inactive read as strong as hits
NS5 inhibitors: flavivirus cap methylation enzyme inhibition – biochemical, confirmation dose response, primary screen (AID 588689); one-dose inhibition, % at 25 µM; IC50 in µM for titrated hits; Dengue-2 NS5 methyltransferase capping enzyme assay, biochemical; higher % means a stronger effect; 340,000 compounds, 0.3% hits; in the data active = a potency from the dose series; inconclusive = inhibition above about 29% without an active follow-up result
Starred values were filed as active, the others as inactive; [ ] = another dose, or the depositor's remark. Rule as the data show it, unless noted: active = inhibition above about 50%; inactive = the rest. Only part of the results is shown (hit frequency here may not be typical).

COc1cc2cc(C(c3nnnn3Cc3ccc(F)cc3)N3CCCCCC3)c(=O)[nH]c2cc1OC (configuration not stated) was read as NOD2 inhibition 9.4%, West Nile virus CPE 0.0%, KOR beta-arrestin-1 -0.5%, Yfh1-depleted yeast inactive, KOR beta-arrestin-2 -5.2%, AID2073 1.0%, NOD1 NF-kB reporter -14.2%, HIV peptide binding 1.4% and NS5 inhibitors -10.4%.
CC(=O)C1=C(O)C(=O)N(c2ccc(S(N)(=O)=O)cc2)C1c1cccc([N+](=O)[O-])c1 (configuration not stated) was read as NOD2 inhibition 6.6%, West Nile virus CPE 0.3%, KOR beta-arrestin-1 10.4%, Yfh1-depleted yeast inactive, KOR beta-arrestin-2 9.5%, AID2073 -5.4%, NOD1 NF-kB reporter -7.2%, HIV peptide binding 0.4% and NS5 inhibitors 0.0%.
For CCN(CC(=O)Nc1ccc(OC)cc1)C(=O)CSCC(=O)Nc1ccc(C)cc1 the results were NOD2 inhibition 18.2%, West Nile virus CPE -0.1%, KOR beta-arrestin-1 11.7%, KOR beta-arrestin-2 -5.2%, AID2073 -0.9%, NOD1 NF-kB reporter -9.6%, HIV peptide binding 1.0% and NS5 inhibitors 4.5%.
Cc1cc(C(=O)Nc2nccs2)c2cc(F)ccc2n1 was read as NOD2 inhibition 13.5%, West Nile virus CPE 0.3%, KOR beta-arrestin-1 5.2%, Yfh1-depleted yeast inactive, KOR beta-arrestin-2 11.1%, AID2073 -1.3%, NOD1 NF-kB reporter 10.9%, HIV peptide binding 1.3% and NS5 inhibitors -0.8%.
For O=C(NCCCn1ccnc1)c1cc(Br)c(Br)s1 the results were NOD2 inhibition 12.1%, West Nile virus CPE -1.1%, KOR beta-arrestin-1 -4.0%, KOR beta-arrestin-2 3.8%, AID2073 8.4%, NOD1 NF-kB reporter -9.7%, HIV peptide binding 1.8% and NS5 inhibitors -10.9%.
COc1ccc(OC)c(N2C(N)=C(C#N)C(c3ccc(OC)c(O)c3)C3=C2CC(C)(C)CC3=O)c1 (configuration not stated) was read as NOD2 inhibition 12.9%, West Nile virus CPE 0.5%, KOR beta-arrestin-1 8.8%, Yfh1-depleted yeast inactive, KOR beta-arrestin-2 16.3%, AID2073 21.3%, NOD1 NF-kB reporter -6.1% and HIV peptide binding -1.5%.
`COc1ccc(CCNC(=O)C(C)Sc2ccc(C)cc2)cc1OC` (configuration not stated) gave NOD2 inhibition -0.9%, West Nile virus CPE -1.4%, KOR beta-arrestin-1 3.7%, Yfh1-depleted yeast inactive, KOR beta-arrestin-2 -24.1%, AID2073 2.0%, NOD1 NF-kB reporter -13.9%, HIV peptide binding -0.7% and NS5 inhibitors -3.5%.
For COc1ccc2nc(Nc3nc(CSc4nnc(C)s4)cc(=O)[nH]3)nc(C)c2c1 the results were NOD2 inhibition 19.2%, West Nile virus CPE -0.7%, KOR beta-arrestin-1 -0.6%, Yfh1-depleted yeast inactive, KOR beta-arrestin-2 15.2%, AID2073 -6.3%, NOD1 NF-kB reporter -24.9% and HIV peptide binding -1.1%.
CCOC(=O)c1ccc(N2CCOCC2)c(NC(=O)c2ccc3c(c2)OCO3)c1 was read as NOD2 inhibition 1.0%, West Nile virus CPE -1.1%, KOR beta-arrestin-1 -5.7%, KOR beta-arrestin-2 -2.8%, AID2073 4.8%, NOD1 NF-kB reporter -22.9%, HIV peptide binding 0.0% and NS5 inhibitors 2.9%.
CC(NC(=O)c1ccc2c(c1)OCCO2)C(=O)O (configuration not stated) was read as NOD2 inhibition 12.7%, West Nile virus CPE -0.6%, KOR beta-arrestin-1 -0.2%, Yfh1-depleted yeast inactive, KOR beta-arrestin-2 5.6%, AID2073 -6.7%, NOD1 NF-kB reporter -3.3%, HIV peptide binding 3.4% and NS5 inhibitors 1.4%.
Screening CC(=O)c1ccc(NC(=O)CCc2nnc3ccc(NCc4ccco4)nn23)cc1 returned NOD2 inhibition -14.3%, West Nile virus CPE -1.5%, KOR beta-arrestin-1 1.2%, KOR beta-arrestin-2 -34.0%, AID2073 13.3%, NOD1 NF-kB reporter -29.5%, HIV peptide binding 0.8% and NS5 inhibitors 6.4%.
`O=C(NCc1ccccc1F)c1ccc2c(c1)OCCO2` gave NOD2 inhibition 1.7%, West Nile virus CPE -0.1%, KOR beta-arrestin-1 -5.3%, KOR beta-arrestin-2 10.3%[20 µM], AID2073 2.5%, NOD1 NF-kB reporter -24.3%, HIV peptide binding 2.6% and NS5 inhibitors -8.9%.
For O=C(O)C(c1ccccc1)N1C(=O)/C(=C\c2ccc(-c3cccc(Cl)c3)o2)SC1=S (configuration not stated) the results were NOD2 inhibition 13.2%, West Nile virus CPE -0.3%, KOR beta-arrestin-1 -12.2%, KOR beta-arrestin-2 -8.2%, AID2073 10.5%, NOD1 NF-kB reporter -1.6%, HIV peptide binding 91.2%* and NS5 inhibitors -35.7%.
`Cc1ccc(S(=O)(=O)CCC(=O)NCc2ccc(Cl)cc2)cc1` gave NOD2 inhibition 15.1%, West Nile virus CPE 2.8%, KOR beta-arrestin-1 -0.6%, Yfh1-depleted yeast inactive, KOR beta-arrestin-2 8.8%, AID2073 -0.2%, NOD1 NF-kB reporter -12.4%, HIV peptide binding 3.9% and NS5 inhibitors -1.4%.
`C=CCn1c(SCc2ccc(Br)cc2F)nc2cc(C(=O)O)ccc2c1=O` gave NOD2 inhibition 15.1%, West Nile virus CPE 0.5%, KOR beta-arrestin-1 2.7%, KOR beta-arrestin-2 -29.3%, AID2073 12.6%, NOD1 NF-kB reporter -5.6%, HIV peptide binding 45.7% and NS5 inhibitors 27.6%.
`Cn1c(SCC(=O)c2ccc(O)c(O)c2)nnc1-c1ccccc1` gave NOD2 inhibition -10.9%, West Nile virus CPE -1.1%, KOR beta-arrestin-1 -2.9%, KOR beta-arrestin-2 34.0%, AID2073 -8.9%, NOD1 NF-kB reporter 4.8%, HIV peptide binding 6.2% and NS5 inhibitors 2.6%.
For CC1(C)CC(=O)c2cnc(NC3CC3)nc2C1 the results were NOD2 inhibition 9.3%, West Nile virus CPE 0.9%, KOR beta-arrestin-1 -4.6%, Yfh1-depleted yeast inactive, KOR beta-arrestin-2 17.3%[20 µM], AID2073 -6.3%, NOD1 NF-kB reporter -27.1% and HIV peptide binding -0.1%.
For CCOCCCNC(=O)CCN1C(=O)c2ccccc2Sc2ncccc21 the results were NOD2 inhibition -8.2%, West Nile virus CPE 1.3%, KOR beta-arrestin-1 3.8%, KOR beta-arrestin-2 17.2%, AID2073 4.4%, NOD1 NF-kB reporter 0.6%, HIV peptide binding -2.1% and NS5 inhibitors -3.6%.
`CCCc1nc2ccc(NC(C)=O)cc2c(=O)n1Cc1ccc(Cl)cc1` gave NOD2 inhibition -31.1%, West Nile virus CPE -1.2%, KOR beta-arrestin-1 -1.6%, Yfh1-depleted yeast inactive, KOR beta-arrestin-2 14.8%, AID2073 inconclusive, NOD1 NF-kB reporter -14.3%, HIV peptide binding -0.5% and NS5 inhibitors -8.1%.
COc1ccc(C(=O)Nc2cccc(-c3nc4ncccc4o3)c2C)cc1OC was read as NOD2 inhibition 18.3%, West Nile virus CPE -0.3%, KOR beta-arrestin-1 -2.4%, Yfh1-depleted yeast inactive, KOR beta-arrestin-2 8.2%, AID2073 13.8%, NOD1 NF-kB reporter 11.1%, HIV peptide binding -0.6% and NS5 inhibitors -5.5%.
C/C(=N/NC(=O)CNC(=O)COc1cccc(C)c1)c1ccco1 was read as NOD2 inhibition -3.6%, West Nile virus CPE 0.1%, KOR beta-arrestin-1 -1.0%, Yfh1-depleted yeast inactive, KOR beta-arrestin-2 -3.1%, AID2073 7.6%, NOD1 NF-kB reporter -11.2%, HIV peptide binding -0.4% and NS5 inhibitors -8.5%.
Screening O=C(COC(=O)c1cc(S(=O)(=O)N2CCOCC2)ccc1F)c1ccc[nH]1 returned NOD2 inhibition 8.3%, West Nile virus CPE -0.3%, KOR beta-arrestin-1 4.0%, Yfh1-depleted yeast inactive, KOR beta-arrestin-2 38.7%, AID2073 1.5%, NOD1 NF-kB reporter -21.1%, HIV peptide binding 0.3% and NS5 inhibitors 1.9%.
Screening Cc1ccc(Cl)cc1N1CCN(Cc2nnnn2C2CCCCC2)CC1 returned NOD2 inhibition -10.4%, West Nile virus CPE 0.1%, KOR beta-arrestin-1 5.7%, Yfh1-depleted yeast inactive, KOR beta-arrestin-2 1.4%, AID2073 -4.9%, NOD1 NF-kB reporter 4.8%, HIV peptide binding 0.6% and NS5 inhibitors -3.4%.
CC(=O)Nc1ccc(NC(=O)CCNC(=O)c2ccccc2Cl)cc1 was read as NOD2 inhibition -18.1%, West Nile virus CPE 0.1%, KOR beta-arrestin-1 -2.4%, KOR beta-arrestin-2 39.6%, AID2073 11.3%, NOD1 NF-kB reporter 10.1%, HIV peptide binding -3.5% and NS5 inhibitors -3.2%.
For CCOc1cc(C(=O)CCC(=O)OCC(=O)NC(=O)NCC(C)C)ccc1O the results were NOD2 inhibition 4.8%, West Nile virus CPE 0.1%, KOR beta-arrestin-1 2.5%, Yfh1-depleted yeast inactive, KOR beta-arrestin-2 4.5%, AID2073 -16.1%, NOD1 NF-kB reporter -5.1%, HIV peptide binding -0.8% and NS5 inhibitors 0.0%.
Screening O=C(c1ccc(F)cc1)N1CCN(c2ccc([N+](=O)[O-])c(N3CCCCC3)c2)CC1 returned NOD2 inhibition -8.9%, West Nile virus CPE -0.6%, KOR beta-arrestin-1 -0.8%, Yfh1-depleted yeast inactive, KOR beta-arrestin-2 2.7%, AID2073 -1.7%, NOD1 NF-kB reporter -35.8%, HIV peptide binding 0.5% and NS5 inhibitors -2.8%.
For COc1ccc(S(=O)(=O)NCCc2ccc(F)cc2)cc1 the results were NOD2 inhibition 11.3%, West Nile virus CPE -0.9%, KOR beta-arrestin-1 -2.0%, Yfh1-depleted yeast inactive, KOR beta-arrestin-2 29.8%, AID2073 -1.2%, NOD1 NF-kB reporter -1.9%, HIV peptide binding -2.0% and NS5 inhibitors 0.0%.
O=C(Nc1ncccn1)c1cc(-c2ccc(F)cc2)nc2ccccc12 was read as NOD2 inhibition 13.6%, West Nile virus CPE 0.3%, KOR beta-arrestin-1 -0.8%, Yfh1-depleted yeast inactive, KOR beta-arrestin-2 -13.6%, AID2073 5.7%, NOD1 NF-kB reporter -20.4%, HIV peptide binding -1.3% and NS5 inhibitors -3.0%.
Screening CC(=O)c1cccc(NC(=S)NC(=O)Cc2ccccc2)c1 returned NOD2 inhibition -15.2%, West Nile virus CPE -0.2%, KOR beta-arrestin-1 -2.0%, Yfh1-depleted yeast inactive, KOR beta-arrestin-2 -1.0%, AID2073 -3.8%, NOD1 NF-kB reporter -2.0%, HIV peptide binding -0.8% and NS5 inhibitors -7.3%.
Screening COc1ccc(-n2cnnc2SCC(=O)c2ccc(S(=O)(=O)N3CCOCC3)cc2)cc1 returned NOD2 inhibition 2.6%, West Nile virus CPE 0.5%, KOR beta-arrestin-1 8.8%, Yfh1-depleted yeast inactive, KOR beta-arrestin-2 22.4%, AID2073 8.9%, NOD1 NF-kB reporter 8.0%, HIV peptide binding -1.8% and NS5 inhibitors -8.5%.
